# MEX-5 binding: C. elegans MEX-5 TCR-2 RNA binding activity; Q9XUB2; MEX-5/FITC-TCR2 RNA binding, fluorescence polarization; hits give low values; activity score (negative = inhibition of binding), % at 10 µM; 300,000 compounds, 0.38% hits; AID 1832;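 active = inhibition past about -25% in most replicates, and total fluorescence under double the plate's negative control median, limit read from the data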;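 note: 0% = DMSO and -100% = 5 µM competing unlabeled TCR2 RNA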
# MCL1 BIM primary: disrupts human MCL1 binding to BIM-BH3 peptide; GST-MCL1 / FITC-Bim-BH3 fluorescence polarization; inhibition, % at 10.9 µM; 320,000 compounds, 0.68% hits;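 active = inhibition above the mean inhibition of all tested compounds plus 3 SD, set per campaign, cut at about 40% in these data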;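 note: 0% = DMSO wells and 100% = unlabeled Bim-BH3 peptide control; higher means more loss of mP so more displacement of Bim peptide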
# Target sequence (Q07820 whole entry, looked up): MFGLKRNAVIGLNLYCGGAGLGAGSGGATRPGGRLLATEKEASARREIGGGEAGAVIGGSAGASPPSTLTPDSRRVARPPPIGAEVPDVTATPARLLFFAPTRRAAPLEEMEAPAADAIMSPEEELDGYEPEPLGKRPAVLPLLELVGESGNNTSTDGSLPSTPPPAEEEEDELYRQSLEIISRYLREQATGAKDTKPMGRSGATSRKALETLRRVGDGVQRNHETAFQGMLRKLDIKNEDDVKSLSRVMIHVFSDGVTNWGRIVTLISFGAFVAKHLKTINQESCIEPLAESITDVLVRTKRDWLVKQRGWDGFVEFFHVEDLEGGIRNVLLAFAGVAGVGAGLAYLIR
# Fam108B inh: Fam108B inhibition, counter-screen for RBBP9 inhibitors; recombinant Fam108B, FP-Rh probe fluorescence polarization; 300,000 compounds, 0.33% hits; inhibition, % at 9.51 µM;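 active = inhibition above the screen mean inhibition plus 3 SD, computed separately per campaign, cut at about 18% in these data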;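 note: inhibitors lower polarization as less probe binds the enzyme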
# PME-1 primary: blocks human protein phosphatase methylesterase 1; Q9Y570; recombinant PME-1, FP-Rh probe fluorescence polarization; inhibition, % at 5.9 µM; 320,000 compounds, 0.53% hits;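 active = inhibition above the campaign mean of all compounds plus 3 SD, cut at about 26% in these data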;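 note: competitive labeling of PME-1 active site by serine hydrolase directed probe; 0% = PME-1 with DMSO and 100% = wells lacking PME-1 enzyme; inhibitors block probe labeling so polarization falls and inhibition rises; many of its hits are not listed in these tables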
# Target sequence (Q9Y570 whole entry, looked up): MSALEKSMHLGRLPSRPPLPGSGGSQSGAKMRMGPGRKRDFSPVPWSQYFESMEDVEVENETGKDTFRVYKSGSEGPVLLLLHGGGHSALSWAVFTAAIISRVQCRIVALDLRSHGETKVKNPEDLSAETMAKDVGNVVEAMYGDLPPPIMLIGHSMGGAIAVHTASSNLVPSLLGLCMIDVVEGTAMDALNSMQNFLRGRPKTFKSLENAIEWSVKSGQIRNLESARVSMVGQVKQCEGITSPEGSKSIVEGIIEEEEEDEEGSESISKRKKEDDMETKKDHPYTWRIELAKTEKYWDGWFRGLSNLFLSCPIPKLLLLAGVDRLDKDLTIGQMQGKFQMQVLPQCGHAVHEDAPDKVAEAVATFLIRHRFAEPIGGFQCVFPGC
# pPAFAH inh: inhibitors of human plasma PAF acetylhydrolase (pPAFAH); inhibition, % at 3.39 µM; recombinant pPAFAH, FP-rhodamine probe fluorescence polarization; Q13093; 330,000 compounds, 1.5% hits;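 active = inhibition above the mean inhibition across the screen plus 3 SD, cut at about 25% in these data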;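 note: inhibitors block binding of the rhodamine activity-based probe so polarization drops; 0% = enzyme with DMSO and 100% = wells lacking pPAFAH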
# GLD-1 RNA inh: GLD-1-TGE RNA interaction inhibition (C. elegans) | purified GLD-1 + fluorescein TGE RNA, fluorescence polarization | inhibition, % at 5.96 µM | Q17339 | 320,000 compounds, 0.44% hits;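 active = percent inhibition above a per-plate cutoff, the plate mean of test compounds plus 3 SD, cut at about 30% in these data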;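 note: 0% = DMSO wells with GLD-1 and probe and 100% = wells lacking GLD-1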
# Bcl-xL primary: blocks human Bcl-xL binding to Bim BH3 peptide; Q07817; GST-Bcl-xL / FITC-Bim BH3 peptide fluorescence polarization; inhibition, % at 10.9 µM; 320,000 compounds, 0.7% hits;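 active = inhibition above the mean of all tested compounds plus 3 SD, cutoff set per campaign, cut at about 30% in these data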;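 note: 0% = DMSO wells and 100% = unlabeled Bim-BH3 peptide competitor; inhibitors lower millipolarization by displacing the labeled peptide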
# AHR act: activates the human aryl hydrocarbon receptor; P35869; AHR-responsive luciferase reporter cells, luminescence; activation, % at 5 µM; 320,000 compounds, 2.5% hits; AID 2796; in the data active = activation above about 47%;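 note: 0% = vehicle wells and 100% = reference agonist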
# PAFAH1B2 inh: inhibitors of human PAFAH1B2; 340,000 compounds, 1.2% hits; inhibition, % at 3.39 µM; recombinant PAFAH1B2, FP-rhodamine activity probe, fluorescence polarization;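 active = inhibition above the mean of all tested compounds plus 3 SD, cut at about 24% in these data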;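 note: 0% = enzyme with DMSO and 100% = wells lacking PAFAH1B2; many of its hits are not listed in these tables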
# Target sequence (P68402 whole entry, looked up): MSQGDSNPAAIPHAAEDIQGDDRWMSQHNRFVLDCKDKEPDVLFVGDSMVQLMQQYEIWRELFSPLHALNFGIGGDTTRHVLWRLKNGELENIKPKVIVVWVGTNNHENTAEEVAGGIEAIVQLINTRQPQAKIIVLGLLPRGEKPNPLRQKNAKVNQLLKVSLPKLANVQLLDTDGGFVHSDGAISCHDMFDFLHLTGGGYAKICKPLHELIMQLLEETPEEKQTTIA
# * hit, by the source's call; . = not tested or not shown.
# Order of values – PAFAH1B2 inh	GLD-1 RNA inh	pPAFAH inh	MEX-5 binding	PME-1 primary	MCL1 BIM primary	AHR act	Bcl-xL primary	Fam108B inh
O=C(O)C1CC(c2cccc(Br)c2)=NO1 (configuration not stated)
    2	-1	-1	1.0	-2	-1	2	1	-3
Cc1cccc(OCc2nnc(SCc3nc4ccccc4c(=O)[nH]3)o2)c1
    4	-6	4	-0.8	-4	0	26	-1	-18
Cc1cc(C)cc(NC(=O)c2ccc(S(=O)(=O)NCc3cccnc3)cc2)c1
    7	2	-1	2.4	-3	8	8	8	2
COc1ccc(N2CCN(C3CCCN(S(=O)(=O)c4ccccc4)C3)CC2)cc1 (configuration not stated)
    -3	-1	1	-1.2	5	12	3	2	-1
O=C(Cn1nc(-c2ccccc2)ccc1=O)Nc1ccc(N2CCN(C(=O)c3ccccc3)CC2)cc1
    3	-2	7	1.7	-3	1	3	4	2
CCN1CCN(c2ccc(S(=O)(=O)N3CCCCC3)cc2NC(=O)c2ccc(F)cc2)CC1
    3	2	7	-0.4	2	-18	3	-10	1
COC(=O)C1(C)NC(=O)c2ccccc2N1 (configuration not stated)
    -2	5	-4	3.0	-5	5	1	5	4
O=C(c1n[nH]c(=O)c2ccccc12)N1CCN(Cc2ccc3c(c2)OCO3)CC1
    1	-3	6	-4.8	-4	-4	0	3	-2
COCCn1c(C)cc(C(=O)COc2ccc(N(C)S(=O)(=O)c3ccc(C)cc3)cc2)c1C
    -1	3	8	.	12	4	0	-4	.
Cc1ccc2c(c1)N=C(c1ccccc1)CC(C(Cl)Cl)=N2
    2	13	1	0.8	-5	2	62*	8	0
NS(=O)(=O)c1ccc(NC(=S)N2CCN(Cc3ccc(Cl)c(Cl)c3)CC2)cc1
    .	9	3	-1.4	-7	11	1	4	2
CCCCCCCN1CCC(=O)N([C@H](CO)CC(C)C)CC1
    4	1	-8	1.1	-4	4	-1	2	-1
COc1cc(OC)cc(-c2nnc(SCC(=O)NCc3cccs3)o2)c1
    4	-5	5	-1.8	3	7	12	0	-2
O=C(c1ccc(OC2CCN(CCCc3ccccc3)CC2)cc1)N1CCCC1
    -3	1	2	-3.7	1	-2	2	1	3
COC(=O)[C@]1(C)N[C@H](CN(C)C(=O)c2ccc(F)cc2)[C@@H]2C(=O)N(C)C(=O)[C@@H]21
    -2	6	-8	.	.	.	0	.	.
CC(C)(CNC(=O)c1cccc(F)c1)CNC(=O)c1cccc(F)c1
    8	-2	-2	-0.1	-1	8	3	6	2
C/C(CC(=O)Nc1ccc(Cl)cc1Cl)=N\NC(=O)c1cnccn1
    5	1	0	-0.7	-7	11	8	1	-2
O=C(Oc1ccc(C(=S)N2CCOCC2)cc1)c1ccc(F)cc1
    3	0	5	-0.3	-3	11	-1	0	-2
O=C1CCCN1c1cc(Cl)cc(Cl)c1
    3	2	-3	-2.3	-2	14	2	0	0
COc1ccc(OC(C)C(=O)Nc2cccc([N+](=O)[O-])c2)cc1 (configuration not stated)
    3	10	10	1.7	7	-1	4	0	6
CCOc1ccc(C=NNc2ccc(S(=O)(=O)Nc3ccccc3C(=O)O)cc2[N+](=O)[O-])cc1
    18	7	57*	.	.	.	-1	.	.
COC(=O)C1=C(C(C)=O)C(c2ccc(C)cc2)n2nnnc2N1 (configuration not stated)
    -5	1	2	-0.9	-5	0	8	2	-2
c1ccc(-n2nnc3c(N4CCOCC4)ncnc32)cc1
    3	6	4	-1.8	-2	1	-7	-2	5
CCc1ccc(OCC(=O)NC(=S)Nc2ccc(F)cc2)c(Br)c1
    3	3	2	1.3	1	-6	0	-2	2
O=C(COC(=O)c1ccc[nH]c1=O)NC1CCCC1
    1	0	2	1.2	-2	2	1	2	-1
Cc1nn(Cc2ccc(Br)cc2)c(C)c1NC(=O)c1nn(C)cc1Cl
    6	1	3	0.5	7	4	2	4	4
CC(NC(=O)CNC(=S)N(Cc1cccs1)C1CCCC1)c1ccccc1 (configuration not stated)
    8	2	-3	1.9	1	1	1	7	1
Cn1c(=O)[nH]c(=O)c2c1nc(N1CCOCC1)n2CCN1CCOCC1
    1	-4	-3	-1.5	0	0	0	-2	6
CSc1nc(-c2cccs2)c(C#N)c(=O)[nH]1
    8	2	3	-1.0	-5	-3	2	1	-4
CCOCCCNC(=O)Cn1cnc2c(cnn2-c2ccc(OC)cc2)c1=O
    5	5	4	-0.1	0	-5	-1	4	-1
CN(C(=O)COc1cc(=O)n(C)c2ccccc12)c1cccc(Cl)c1
    2	-1	28*	2.3	5	-3	28	-1	3
CCCCC1CCC(C(=O)OCC(=O)Nc2ccc(S(N)(=O)=O)cc2)CC1 (configuration not stated)
    -2	2	3	1.3	-1	-3	1	4	3
OCC1CCCN(C(=S)Nc2ccc(Oc3ccccc3)cc2)C1 (configuration not stated)
    7	2	-3	-3.2	0	5	9	1	5
Cc1ccc(-c2nc(CS(=O)(=O)CC(=O)NCCCN3CCOCC3)c(C)o2)cc1
    -1	0	1	-1.7	-4	4	-1	0	2
CCOC(=O)[C@H]1[C@H]2COc3ccc(OC)cc3[C@@H]2N2C(=O)c3ccc(C)cc3NC(=O)[C@@]12C
    1	7	-11	.	3	-1	4	-1	5
CC(C)c1ccc(C2CC(=O)c3cnc(N4CCc5ccccc5C4)nc3C2)cc1 (configuration not stated)
    3	-3	0	0.0	-9	3	0	6	4
CCN(CC)CCN1C(=O)C(=O)/C(=C(/O)c2ccc(S(=O)(=O)N3CCOCC3)cc2)C1c1ccc(C(C)(C)C)cc1 (configuration not stated)
    -5	-1	4	0.8	1	9	0	2	0
CCN(CC)S(=O)(=O)c1ccc(C(=O)OCC(=O)N2CCOCC2)cc1
    2	3	6	0.5	0	2	-3	3	-2
c1ccc2nc(-c3nc4ccccc4o3)ccc2c1
    6	0	3	-17	6	-20	90*	-8	0
COc1ccc(CC(=O)Nc2ccc(F)c(Cl)c2)cc1S(=O)(=O)N1CCOCC1
    3	4	10	.	3	3	-2	3	.
Cc1ccsc1C(=O)OCC(=O)NC1CCCC1
    3	0	21	.	-14	-7	0	0	.
COc1ccccc1CCNC(=O)CSc1nc(-c2ccco2)cc(C(F)(F)F)n1
    0	7	-6	1.9	-5	4	7	-5	-2
CCC1(NC(C)=O)CC2CC1CC2NC(C)=O (configuration not stated)
    -2	-1	5	-0.1	-1	5	-2	2	2
Cn1c(=O)c2c(nc(CN3CCN(C(=O)c4ccco4)CC3)n2Cc2ccc(Cl)cc2)n(C)c1=O
    8	8	3	-0.3	8	4	-5	4	2
Cc1ccc(S(=O)(=O)Nc2ccc(NC(=O)/C=C/C(=O)O)cc2)cc1
    22	0	6	-0.8	-2	1	2	11	1
Cc1ccc(C2C=C(c3ccccc3)Nc3ncnn32)cc1 (configuration not stated)
    -7	33*	4	2.0	-3	23	0	24	-1
Cc1nnc(N(C)C(=O)Cc2ccc3c(c2)OCO3)s1
    1	-2	1	-1.2	-6	-3	1	-2	0
COc1cc(C)c(Cl)cc1S(=O)(=O)NC1CC(C)(C)NC(C)(C)C1
    .	4	-1	-1.5	-4	3	-2	0	1
O=C(NCc1ccc(Cl)cc1)c1ccc(N2CCCC2=O)cc1
    4	-1	2	-0.4	2	2	-7	5	-1
Cc1cccc(C)c1N(CC(=O)NCc1ccccc1)C(=O)c1csnn1
    1	-2	-4	0.3	-2	3	3	0	1

# Record cards, as listed above. Order of screens: PAFAH1B2 inh	GLD-1 RNA inh	pPAFAH inh	MEX-5 binding	PME-1 primary	MCL1 BIM primary	AHR act	Bcl-xL primary	Fam108B inh
# Profile of Cc1ccc(C2C=C(c3ccccc3)Nc3ncnn32)cc1 (configuration not stated) → -7	33*	4	2.0	-3	23	0	24	-1
# Profile of Cc1ccc(S(=O)(=O)Nc2ccc(NC(=O)/C=C/C(=O)O)cc2)cc1 → 22	0	6	-0.8	-2	1	2	11	1

# Continued:
# Order of values – PAFAH1B2 inh	GLD-1 RNA inh	pPAFAH inh	MEX-5 binding	PME-1 primary	MCL1 BIM primary	AHR act	Bcl-xL primary	Fam108B inh
O=C(CN1C(=O)NC2(CCCc3ccccc32)C1=O)c1ccc(F)c(F)c1 (configuration not stated)
    10	1	6	.	.	.	0	.	.
COc1ccc(C(=O)N[C@H](C(=O)OCc2nc3ccsc3c(=O)[nH]2)C(C)C)cc1
    -3	5	2	0.6	-6	0	1	4	3
CCSc1nsc(NC(=O)Nc2cccc(C(C)=O)c2)n1
    3	10	-5	0.8	-28	3	76*	4	-2
CCN(CC)c1ccc(/C=N/NC(=O)c2cccc(S(=O)(=O)Nc3ccccc3OC)c2)c(O)c1
    15	-31	48*	-31*	45*	-19	6	-10	58*
NC(=O)C1CCN(c2ncccc2[N+](=O)[O-])CC1
    1	-5	4	2.0	-3	2	-1	3	-3
O=C(Cn1c(=S)[nH]c2ccccc2c1=O)N1CCc2ccccc2C1
    -3	-2	2	-1.6	3	6	22	4	1
CN(C)c1nc(N)nc(CSc2ncc(Cl)cc2Cl)n1
    -5	4	10	1.6	-9	6	-9	6	8
COc1cc(CNCc2ccccc2)ccc1OCC(O)c1ccccc1 (configuration not stated)
    3	2	-1	-1.2	-3	2	4	0	2
O=C(Nc1ccc(C(F)(F)F)cc1)C1CCN(S(=O)(=O)c2ccc(N3CCCC3=O)cc2)CC1
    2	-8	-4	0.3	1	7	0	1	-3
COCCNC(=O)C(c1cccs1)N(C(=O)Cn1nnc2ccccc21)c1ccccc1 (configuration not stated)
    7	3	6	1.8	-1	5	0	7	4
COc1ccccc1CNC(=O)CSc1ccc(-c2cccs2)nn1
    0	-8	3	-1.1	6	-1	26	3	4
O=C1C(=O)N(O)C2CCCCC2N1O (configuration not stated)
    6	-1	3	-2.2	-5	3	1	2	-3
Cc1nc2c(-c3ccc(F)cc3)c(C)nn2c(C)c1CCC(=O)Nc1ccccc1F
    -1	2	4	2.2	-2	4	-3	6	-1
Cc1ncc(C[n+]2csc(CCOC(=O)CC34CC5CC(CC(C5)C3)C4)c2C)c(N)n1
    8	-2	0	2.6	4	11	0	1	6
O=C(N=Nc1c(O)[nH]c2ccc(F)cc12)C1COc2ccccc2O1 (configuration not stated)
    -1	0	8	-0.4	5	0	25	9	4
Nc1cc(Cl)ccc1C(=O)OCC(=O)N1CCCCCC1
    7	3	0	.	.	.	10	.	.
O=C(COC(=O)CCC(=O)c1ccc(Cl)cc1)NCc1ccc(F)cc1
    9	7	12	.	.	.	1	.	.
CCOC(=O)c1c(C)nc(C)c(C(=O)OCC)c1-c1ccco1
    2	7	0	1.2	1	9	8	7	-1
COC(=O)c1cc(Cl)c(NC(=O)C(C)C)cc1OC
    -4	4	-2	0.1	-3	-1	0	2	3
C/C=C/c1ccc(OCC(O)CN2CCCCC2CC)c(OC)c1 (configuration not stated)
    5	5	3	0.9	2	4	0	5	0
Cc1ccc2nc(/C(C#N)=C/c3ccc(O)c(O)c3)[nH]c2c1
    23	-35	65*	28	29*	-6	62*	-9	31*
Cc1ccc(C(C)C)c(OCc2ccc(-c3nnco3)cc2)c1
    -2	12	2	1.9	-4	-1	-7	3	1
COc1ccccc1NC(=S)N1CC(C)OC(C)C1 (configuration not stated)
    1	4	7	-0.9	8	14	-1	5	3
Cc1nc2ccc(Cl)cc2c(-c2ccccc2)c1C(=O)N(C)C
    0	6	2	0.3	0	0	1	6	-1

# Screens from PubChem.

# An excerpt; the hit share may differ from the screen's.
